High-throughput results from PubChem.
PREPL inhibitor = PREPL enzyme inhibitors, primary screen, biochemical, fluorescence polarization. Prolyl endopeptidase-like (Homo sapiens), Q4J6C6. recombinant PREPL, fluorescence polarization activity-based probe. inhibition, % at 5.96 µM. 320,000 compounds, 0.68% hits. AID 2751, 2010; in the data active means inhibition above about 43%;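 further: 0% = enzyme with DMSO and 100% = wells lacking enzyme; many of its hits are not listed in these tables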
GSTO1 counter = inhibitors of recombinant GSTO1, primary screen, counter-screen for RBBP9 inhibitor project, biochemical, fluorescence polarization | Glutathione S-transferase omega-1 (Homo sapiens), P78417 | activity-based probe fluorescence polarization | inhibition, % at 5.96 µM | 300,000 compounds, 1.1% hits | AID 1974, 2009;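 active means inhibition above the campaign mean inhibition plus 3 SD, cut at about 35% in these data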;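 further: 0% = GSTO1-1 with DMSO and 100% = wells lacking GSTO1-1 enzyme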
PAFAH2 FP inh = PAFAH2 enzyme inhibitors, primary screen, biochemical, fluorescence polarization, human. recombinant PAFAH2, FP-rhodamine activity probe. 340,000 compounds, 0.99% hits. Platelet-activating factor acetylhydrolase 2, cytoplasmic (Homo sapiens), Q99487. inhibition, % at 3.39 µM;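 active means inhibition above the mean over all tested compounds plus 3 SD, cut at about 30% in these data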;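 further: inhibitors block probe labeling of enzyme so polarization drops; 0% = enzyme with DMSO and 100% = wells lacking PAFAH2 protein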
LYPLA2 inh = LYPLA2 inhibitors, primary screen, counter-screen for PME1 inhibitor project, biochemical, fluorescence polarization, FP-Rh probe ABPP | inhibition, % at 5.9 µM | recombinant LYPLA2 | Acyl-protein thioesterase 2 (Homo sapiens), O95372 | 320,000 compounds, 0.38% hits;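 active means inhibition above the screen-wide mean plus 3 SD, limit set per campaign, cut at about 26% in these data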;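 further: 0% = LYPLA2 with DMSO and 100% = wells lacking LYPLA2 enzyme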
Target sequence (O95372 whole entry, looked up): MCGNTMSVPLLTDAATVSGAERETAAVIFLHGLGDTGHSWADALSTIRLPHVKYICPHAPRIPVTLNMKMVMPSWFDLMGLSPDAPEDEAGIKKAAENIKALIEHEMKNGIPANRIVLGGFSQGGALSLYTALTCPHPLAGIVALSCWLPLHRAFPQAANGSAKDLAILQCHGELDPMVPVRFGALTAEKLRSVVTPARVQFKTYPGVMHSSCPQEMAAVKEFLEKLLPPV
EBNA-1 inh = EBNA-1 DNA-binding inhibitors, primary screen, biochemical, fluorescence polarization; inhibition, % at 14.8 µM; 300,000 compounds, 0.34% hits; in the data active means inhibition above about 28%
PAFAH1B3 FP inh = PAFAH1B3 enzyme inhibitors, primary screen, biochemical, fluorescence polarization, human; 340,000 compounds, 0.28% hits; Platelet-activating factor acetylhydrolase IB subunit alpha1 (Homo sapiens), Q15102; AID 492972, 2010; inhibition, % at 3.39 µM; recombinant PAFAH1B3, FP-rhodamine probe;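 active means inhibition above the screen-wide average of all tested compounds plus 3 SD, cut at about 25% in these data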;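 further: 0% = enzyme with DMSO only and 100% = wells lacking PAFAH1B3 protein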
Target sequence (Q15102 whole entry, looked up): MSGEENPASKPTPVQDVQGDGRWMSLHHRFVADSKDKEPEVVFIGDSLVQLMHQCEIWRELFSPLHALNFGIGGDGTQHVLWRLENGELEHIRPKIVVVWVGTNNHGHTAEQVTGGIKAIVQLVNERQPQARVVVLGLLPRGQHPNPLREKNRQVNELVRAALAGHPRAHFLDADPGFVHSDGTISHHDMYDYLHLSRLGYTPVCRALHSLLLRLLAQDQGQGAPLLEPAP
PAD4 inh = human PAD4 inhibitors, primary screen, biochemical, fluorescence polarization, 1536-well format; recombinant PAD4, RCA probe fluorescence polarization; inhibition, % at 6.36 µM; 330,000 compounds, 0.41% hits; AID 485272, 2010;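 active means percent inhibition above a cutoff equal to the mean of all tested compounds plus 3 SD, cut at about 15% in these data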;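 further: 0% = PAD4 with RCA probe and DMSO and 100% = probe without PAD4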
LYPLA1 inh = LYPLA1 inhibitors, primary screen, counter-screen for PME1 inhibitor project, biochemical, fluorescence polarization, FP-Rh probe ABPP | Acyl-protein thioesterase 1 (Homo sapiens), O75608 | recombinant LYPLA1 | inhibition, % at 5.9 µM | 320,000 compounds, 0.16% hits | AID 2174, 2009;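 active means inhibition above the mean of all tested compounds plus 3 SD, set per campaign, cut at about 14% in these data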;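 further: inhibitors block serine hydrolase probe labeling of LYPLA1 so polarization falls; 0% = enzyme with DMSO and 100% = wells lacking LYPLA1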
Target sequence (O75608 whole entry, looked up): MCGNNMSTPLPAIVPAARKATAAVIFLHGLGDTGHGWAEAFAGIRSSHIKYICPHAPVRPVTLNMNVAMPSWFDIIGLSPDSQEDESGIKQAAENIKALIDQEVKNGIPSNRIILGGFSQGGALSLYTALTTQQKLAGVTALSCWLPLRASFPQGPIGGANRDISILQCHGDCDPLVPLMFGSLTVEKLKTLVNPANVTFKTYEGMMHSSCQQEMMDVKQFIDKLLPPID
ZTA counter = counter-screen for EBNA-1 inhibitors: inhibitors of Epstein-Barr virus ZTA; P03206; ZTA-DNA binding, fluorescence polarization; inhibition, % at 11 µM; 320,000 compounds, 0.15% hits; AID 2234; in the data active means inhibition above about 33%
Target sequence (P03206 whole entry, looked up): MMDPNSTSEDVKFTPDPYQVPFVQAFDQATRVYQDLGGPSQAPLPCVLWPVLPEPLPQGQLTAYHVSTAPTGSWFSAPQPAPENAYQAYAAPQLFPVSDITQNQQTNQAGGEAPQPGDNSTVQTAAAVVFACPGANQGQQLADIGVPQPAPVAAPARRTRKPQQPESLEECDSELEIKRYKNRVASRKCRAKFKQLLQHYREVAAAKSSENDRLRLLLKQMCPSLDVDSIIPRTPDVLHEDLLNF
Starred values were filed as active, the others as inactive.

`CCN(CC)C(=O)C1CCCN(C(=O)Nc2ccc3nsnc3c2)C1` (stereo unspecified) gave PREPL inhibitor 3, GSTO1 counter 10, PAFAH2 FP inh -8, LYPLA2 inh 6, EBNA-1 inh -3, PAFAH1B3 FP inh 13, PAD4 inh -10, LYPLA1 inh 1 and ZTA counter 3.
`COc1cccc(NC(=O)c2ccc(NC(=O)C(C)(C)C)cc2)c1` gave PREPL inhibitor 11, GSTO1 counter -1, PAFAH2 FP inh 4, LYPLA2 inh -6, EBNA-1 inh -4, PAFAH1B3 FP inh 8, PAD4 inh -2, LYPLA1 inh 3 and ZTA counter -1.
For Cc1noc(C)c1C(=O)OCC(=O)NC(c1ccccc1)c1ccccc1 the results were PREPL inhibitor 7, GSTO1 counter 0, PAFAH2 FP inh 6, LYPLA2 inh 12, EBNA-1 inh -2, PAFAH1B3 FP inh 2, PAD4 inh -6, LYPLA1 inh 2 and ZTA counter 2.
`Cc1ccc(S(=O)(=O)n2c(N)nc3ccccc32)cc1` gave PREPL inhibitor -9, GSTO1 counter 5, PAFAH2 FP inh 3, LYPLA2 inh 2, EBNA-1 inh -1, PAFAH1B3 FP inh 10, PAD4 inh -3, LYPLA1 inh -1 and ZTA counter -6.
O=C(Nc1ccnn1C1CCN(C(=O)CCc2ccc(F)cc2)CC1)C1CCOC1 (stereo unspecified) was read as PREPL inhibitor 8, GSTO1 counter 0, PAFAH2 FP inh 0, LYPLA2 inh -1, EBNA-1 inh 5, PAFAH1B3 FP inh -5, PAD4 inh -3, LYPLA1 inh 0 and ZTA counter 0.
`CCOc1cc(S(=O)(=O)NCc2ccncc2)c(C)cc1C` gave PREPL inhibitor 1, GSTO1 counter 7, PAFAH2 FP inh -7, LYPLA2 inh -8, EBNA-1 inh 11, PAFAH1B3 FP inh 3, PAD4 inh -4, LYPLA1 inh -2 and ZTA counter 22.
`CC(=O)Nc1ccc(S(=O)(=O)NCCC(=O)OCC(=O)c2ccccc2)cc1` gave PREPL inhibitor 4, GSTO1 counter -4, PAFAH2 FP inh 1, LYPLA2 inh 1, EBNA-1 inh -4, PAFAH1B3 FP inh -4, PAD4 inh 3, LYPLA1 inh -1 and ZTA counter -1.
`CSc1nsc(SC)c1C(=O)O` gave PREPL inhibitor -7, GSTO1 counter 0, PAFAH2 FP inh 1, LYPLA2 inh -1, EBNA-1 inh -6, PAFAH1B3 FP inh 8, PAD4 inh -8, LYPLA1 inh 1 and ZTA counter -20.
Screening CO/N=C/C(C(C)=O)C(=O)Nc1ccc(Cl)cc1Cl (stereo unspecified) returned PREPL inhibitor -1, GSTO1 counter -6, PAFAH2 FP inh 0, LYPLA2 inh -3, EBNA-1 inh 0, PAFAH1B3 FP inh 5, PAD4 inh -4, LYPLA1 inh 0 and ZTA counter 0.
For COc1ccc(-c2ncccc2OC(=O)C23CC4CC(CC(C4)C2)C3)cc1OC the results were PREPL inhibitor 2, GSTO1 counter -1, PAFAH2 FP inh 6, LYPLA2 inh 7, EBNA-1 inh 2, PAFAH1B3 FP inh -1, PAD4 inh 1, LYPLA1 inh 7 and ZTA counter -13.
For CC1=CC(=C(C#N)C#N)C=C(C)N1CCC(C)C the results were PREPL inhibitor -12, GSTO1 counter 3, PAFAH2 FP inh 7, LYPLA2 inh 4, EBNA-1 inh 4, PAFAH1B3 FP inh -1, PAD4 inh -2, LYPLA1 inh 2 and ZTA counter 14.
Screening CCCn1cnc2c(cnn2-c2ccc(F)cc2)c1=O returned PREPL inhibitor -1, GSTO1 counter -2, PAFAH2 FP inh -4, LYPLA2 inh 3, EBNA-1 inh 8, PAFAH1B3 FP inh 6, PAD4 inh 2, LYPLA1 inh 1 and ZTA counter -12.
For CC(C)(C)c1ccc(C(=O)/C(C#N)=C/c2cccs2)cc1 the results were PREPL inhibitor -6, GSTO1 counter -6, PAFAH2 FP inh 12, LYPLA2 inh -2, EBNA-1 inh 1, PAFAH1B3 FP inh 2, PAD4 inh -10, LYPLA1 inh -3 and ZTA counter 6.
Screening Cc1ccc(S(=O)(=O)N/N=C/c2cccc3nccnc23)cc1 returned PREPL inhibitor -8, GSTO1 counter 5, PAFAH2 FP inh 6, LYPLA2 inh 3, EBNA-1 inh -8, PAFAH1B3 FP inh 2, PAD4 inh -5, LYPLA1 inh 2 and ZTA counter -7.
For O=C(COC(=O)Cc1ccc(Cl)cc1)Nc1ccc2[nH]c(=O)[nH]c2c1 the results were PREPL inhibitor 18, GSTO1 counter 8, PAFAH2 FP inh -5, LYPLA2 inh 4, EBNA-1 inh -10, PAFAH1B3 FP inh 10, PAD4 inh 0, LYPLA1 inh -2 and ZTA counter -14.
`Cn1c(=O)c2c(ncn2CC(=O)N2CCN(C(=O)c3ccco3)CC2)n(C)c1=O` gave PREPL inhibitor 13, GSTO1 counter 2, PAFAH2 FP inh -5, LYPLA2 inh 4, EBNA-1 inh 6, PAFAH1B3 FP inh 2, PAD4 inh 3, LYPLA1 inh 0 and ZTA counter -14.
For O=S(=O)(Nc1ccon1)c1cc(Cl)ccc1Cl the results were PREPL inhibitor -10, GSTO1 counter -1, PAFAH2 FP inh -2, LYPLA2 inh 8, EBNA-1 inh 8, PAFAH1B3 FP inh 14, PAD4 inh -2, LYPLA1 inh 0 and ZTA counter 7.
`CCOc1ccc(NC(=O)c2ccc(CNc3c(NC4CCCCC4)c(=O)c3=O)cc2)cc1` gave PREPL inhibitor 8, GSTO1 counter -5, PAFAH2 FP inh -7, LYPLA2 inh -3, EBNA-1 inh -12, PAFAH1B3 FP inh -2, PAD4 inh -3, LYPLA1 inh -2 and ZTA counter -20.
For CN(C)S(=O)(=O)c1ccc(C(=O)Nc2nnc(Cc3ccccc3)s2)cc1 the results were PREPL inhibitor -15, GSTO1 counter -11, PAFAH2 FP inh -1, LYPLA2 inh 6, EBNA-1 inh 1, PAFAH1B3 FP inh 1, PAD4 inh -2, LYPLA1 inh 4 and ZTA counter -2.
Screening O=C(O)C1CCCCC1C(=O)Nc1cc(Cl)ccc1Cl (stereo unspecified) returned PREPL inhibitor -7, GSTO1 counter 1, LYPLA2 inh 0, EBNA-1 inh 2, PAD4 inh 3, LYPLA1 inh -1 and ZTA counter 1.
`CC(OC(=O)C(NC(=O)c1ccco1)C(C)C)C(=O)Nc1ncc(Cl)cc1Cl` (stereo unspecified) gave PREPL inhibitor 0, GSTO1 counter -7, PAFAH2 FP inh -4, LYPLA2 inh 7, EBNA-1 inh 1, PAFAH1B3 FP inh 5, PAD4 inh -6, LYPLA1 inh -1 and ZTA counter 10.
O=C(NCCSc1ncc(-c2ccc(F)cc2)[nH]1)c1ccc2c(c1)OCO2 was read as PREPL inhibitor 25, GSTO1 counter 14, PAFAH2 FP inh 3, LYPLA2 inh 1, EBNA-1 inh 11, PAFAH1B3 FP inh 2, PAD4 inh -2, LYPLA1 inh -1 and ZTA counter 8.
For O=C(Nc1ccc2c(c1)CCC2)c1ccc(F)c(S(=O)(=O)N2CCOCC2)c1 the results were PREPL inhibitor 5, GSTO1 counter 0, PAFAH2 FP inh -1, LYPLA2 inh 0, EBNA-1 inh 2, PAFAH1B3 FP inh 5, PAD4 inh 1, LYPLA1 inh -5 and ZTA counter 10.
Screening Cc1nn(C(C)(C)C)c(OC(=O)c2ccc3c(c2)OCO3)c1Sc1ccccc1 returned PREPL inhibitor 0, GSTO1 counter -6, PAFAH2 FP inh 4, LYPLA2 inh -4, EBNA-1 inh 7, PAFAH1B3 FP inh 4, PAD4 inh 0, LYPLA1 inh -3 and ZTA counter 12.
Screening O=C(O)C1CC=CCC1C(=O)Nc1cccc([N+](=O)[O-])c1 (stereo unspecified) returned PREPL inhibitor -7, GSTO1 counter 0, PAFAH2 FP inh -5, LYPLA2 inh 2, EBNA-1 inh 6, PAFAH1B3 FP inh 2, PAD4 inh 1, LYPLA1 inh 12 and ZTA counter -5.
Screening Cc1cccc(C)c1OCc1cc(C(=O)N(Cc2c(C)nn(C)c2C)C2CC2)no1 returned PREPL inhibitor 0, GSTO1 counter 2, PAFAH2 FP inh 8, LYPLA2 inh -2, EBNA-1 inh -13, PAFAH1B3 FP inh 4, PAD4 inh 2, LYPLA1 inh 0 and ZTA counter 7.
`Cc1ccc(S(=O)(=O)Cc2ccc(C(=O)NC3CCCCCC3)o2)cc1` gave PREPL inhibitor 5, GSTO1 counter 5, PAFAH2 FP inh 3, LYPLA2 inh 6, EBNA-1 inh 7, PAFAH1B3 FP inh 5, PAD4 inh 0, LYPLA1 inh -1 and ZTA counter -4.
For O=C(CN1CCOc2ccccc21)NCc1cccs1 the results were PREPL inhibitor 10, GSTO1 counter -1, PAFAH2 FP inh -1, LYPLA2 inh -4, EBNA-1 inh 0, PAFAH1B3 FP inh -6, PAD4 inh 1, LYPLA1 inh -4 and ZTA counter 1.
`Cn1cc(CN2C[C@H]3CC[C@H]2C3)c(-c2ccccc2F)n1` gave PREPL inhibitor 3, GSTO1 counter 4, PAFAH2 FP inh -5, LYPLA2 inh -3, EBNA-1 inh 1, PAFAH1B3 FP inh 5, PAD4 inh 0, LYPLA1 inh -5 and ZTA counter 3.
CCN(CC)c1ncn(Cc2c(Cl)cccc2Cl)c2ncnc1-2 was read as PREPL inhibitor -9, GSTO1 counter -3, PAFAH2 FP inh -7, LYPLA2 inh 3, EBNA-1 inh 3, PAFAH1B3 FP inh 2, PAD4 inh 7, LYPLA1 inh -1 and ZTA counter 8.
Screening CC1CCCN(S(=O)(=O)c2ccccc2[N+](=O)[O-])C1 (stereo unspecified) returned PREPL inhibitor 5, GSTO1 counter 5, PAFAH2 FP inh -10, LYPLA2 inh 12, EBNA-1 inh 3, PAFAH1B3 FP inh 3, PAD4 inh 0, LYPLA1 inh -1 and ZTA counter -16.
For Cc1ccc(C)c(NC(=O)CN(C)C(=O)c2cc(-c3cccs3)nn2-c2ccccc2)c1 the results were PREPL inhibitor -11, GSTO1 counter 4, PAFAH2 FP inh 33*, LYPLA2 inh -1, EBNA-1 inh 5, PAFAH1B3 FP inh 1, PAD4 inh -6, LYPLA1 inh 2 and ZTA counter 7.
For Cc1cc2nncn2c(Cc2ccccc2)n1 the results were PREPL inhibitor 6, GSTO1 counter -1, PAFAH2 FP inh -1, LYPLA2 inh 5, EBNA-1 inh -10, PAFAH1B3 FP inh 1, PAD4 inh -6, LYPLA1 inh 1 and ZTA counter 1.
Cc1cc(Br)ccc1NC(=S)NC1CCCC1 was read as PREPL inhibitor 4, GSTO1 counter 3, PAFAH2 FP inh -2, LYPLA2 inh -1, EBNA-1 inh 4, PAFAH1B3 FP inh 0, PAD4 inh -2, LYPLA1 inh -2 and ZTA counter 8.
Screening c1ccc(-c2csc(Nc3cccnc3)n2)nc1 returned PREPL inhibitor 10, GSTO1 counter 14, PAFAH2 FP inh 6, LYPLA2 inh -6, EBNA-1 inh -5, PAFAH1B3 FP inh 3, PAD4 inh -9, LYPLA1 inh 0 and ZTA counter 4.
CCOc1ccc(CCNC(=O)c2ccc(Cl)c(S(=O)(=O)N3CCOCC3)c2)cc1OCC was read as PREPL inhibitor 8, GSTO1 counter 6, PAFAH2 FP inh 4, LYPLA2 inh 3, EBNA-1 inh 1, PAFAH1B3 FP inh -2, PAD4 inh 0, LYPLA1 inh 2 and ZTA counter -8.

A portion of the library (hit frequency here may not be typical).
